Screens: PubChem BioAssay, Sanford-Burnham Center for Chemical Genomics
Rat MKP-3 inhibitors – MKP-3 phosphatase inhibitors, primary screen, biochemical, rat enzyme, in vitro (AID 425); recombinant MKP-3 phosphatase activity, fluorescence; higher % means a stronger effect; inhibition, % at 20 µM, or IC50 in µM where a hit was titrated; actives 0.17% (n = 110,000); in the data active means inhibition above about 50%;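 further: plate controls were vehicle for no effect and reference inhibitor for full effect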
Hsp70 displacement – Hsp70 inhibitors, probe displacement, primary screen, biochemical, fluorescence polarization (AID 583); Hsp70 fluorescence polarization probe displacement, mP; higher % means a stronger effect; displacement, % at 20 µM, or IC50 in µM where a hit was titrated; actives 0.06% (n = 140,000); in the data active means displacement above about 50%;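 further: plate controls were vehicle for no effect and reference ligand for full effect; a part of the inactive calls stands beside numbers as strong as those of hits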
Numbers without * were called inactive; . = no result given; & = joins results of further samples. A portion of the library; the hit share may differ from the screen's.

Value order: Rat MKP-3 inhibitors	Hsp70 displacement
1	OC(COc1ccc(Cl)cc1)CN1CCCCC1 (centres undefined)
 : -1%&0%	0.1%&-0.5%
2	O=C(CNS(=O)(=O)c1cccs1)N1CCCC1
 : 5%	-3.1%
3	COc1ccccc1CNc1nc2nc(C)c(C)c(=O)n2[nH]1
 : -7%	7.6%
4	CCCCc1c(C)c2cc(C)ccc2[nH]c1=O
 : .	3.0%
5	Cc1ccc(CNc2oc(-c3ccco3)nc2S(=O)(=O)c2ccccc2)cc1
 : .	2.0%
6	CCOC(=O)N1CCN(C(=O)CN2C(=O)COc3ccc(C(C)(C)C)cc32)CC1
 : 11%	-0.4%
7	CCOC(=O)c1sc2ncn(C(CC)C(=O)OC)c(=O)c2c1C (centres undefined)
 : -10%	2.0%
8	CC(=O)N1CCN(c2ccccc2NC(=O)COc2cc(C)ccc2C(C)C)CC1
 : -2%	9.8%
9	CCC(=O)NCc1nc2ccccc2n1Cc1ccccc1F
 : 5%	0.7%
10	O=C(COC(=O)c1ccccc1Nc1ccccc1)c1cccc([N+](=O)[O-])c1
 : 1%	2.4%
11	Cc1noc(C)c1CSCC(=O)N1CCN(c2ccc([N+](=O)[O-])cc2)CC1
 : .	-4.6%
12	COCCCNC(=O)c1ccc2c(=O)n(Cc3ccc4c(c3)OCO4)c(=S)[nH]c2c1
 : .	-0.6%
13	Cn1c(CNc2cccc(Cl)c2)nnc1SCC(=O)OC1CCCCC1
 : -8%	-0.2%
14	CCOC(=O)C(CCCCOc1ccc(Cl)cc1)C(=O)OCC
 : -1%	6.7%
15	COc1ccc(NC(=O)c2cc3n(n2)C(C(F)(F)F)CC(c2ccc4c(c2)OCO4)N3)cc1OC (centres undefined)
 : 2%	0.3%
16	O=C1NC(c2ccco2)Nc2sc3c(c21)CCN(Cc1ccccc1)C3 (centres undefined)
 : -6%	4.2%
17	Cc1cccc(N(C(=O)Cn2nnc3ccccc32)C(C(=O)NCc2ccco2)c2ccncc2)c1C (centres undefined)
 : -5%	0.9%
18	Cc1c(NC(=O)COC(=O)Cc2ccc(Cl)cc2)c(=O)n(-c2ccccc2)n1C
 : -5%	-3.3%
19	CCc1cc(C(=O)O)c(NC(=O)C(c2ccccc2)c2ccccc2)s1
 : .	-0.2%
20	O=C(O)CCC(=O)OC1CC2CCC1C2 (centres undefined)
 : -20%	-4.5%

13 of these compounds in another layout:
1	OC(COc1ccc(Cl)cc1)CN1CCCCC1 (centres undefined)
2	O=C(CNS(=O)(=O)c1cccs1)N1CCCC1
3	COc1ccccc1CNc1nc2nc(C)c(C)c(=O)n2[nH]1
4	CCCCc1c(C)c2cc(C)ccc2[nH]c1=O
5	Cc1ccc(CNc2oc(-c3ccco3)nc2S(=O)(=O)c2ccccc2)cc1
6	CCOC(=O)N1CCN(C(=O)CN2C(=O)COc3ccc(C(C)(C)C)cc32)CC1
7	CCOC(=O)c1sc2ncn(C(CC)C(=O)OC)c(=O)c2c1C (centres undefined)
8	CC(=O)N1CCN(c2ccccc2NC(=O)COc2cc(C)ccc2C(C)C)CC1

Compound,1,2,3,4,5,6,7,8
Rat MKP-3 inhibitors,-1%&0%,5%,-7%,.,.,11%,-10%,-2%
Hsp70 displacement,0.1%&-0.5%,-3.1%,7.6%,3.0%,2.0%,-0.4%,2.0%,9.8%

9	CCC(=O)NCc1nc2ccccc2n1Cc1ccccc1F
10	O=C(COC(=O)c1ccccc1Nc1ccccc1)c1cccc([N+](=O)[O-])c1
11	Cc1noc(C)c1CSCC(=O)N1CCN(c2ccc([N+](=O)[O-])cc2)CC1
12	COCCCNC(=O)c1ccc2c(=O)n(Cc3ccc4c(c3)OCO4)c(=S)[nH]c2c1
13	Cn1c(CNc2cccc(Cl)c2)nnc1SCC(=O)OC1CCCCC1

Compound,9,10,11,12,13
Rat MKP-3 inhibitors,5%,1%,.,.,-8%
Hsp70 displacement,0.7%,2.4%,-4.6%,-0.6%,-0.2%

Continued.
Value order: Rat MKP-3 inhibitors	Hsp70 displacement
21	CCCCOc1ccc(NC(=O)c2cc3cc(Br)ccc3oc2=O)cc1
 : 5%	7.5%
22	Cc1cccc(N2C(=O)C3C(C2=O)N2C(c4ccco4)C4C(=O)N(c5cccc(C)c5)C(=O)C4N2C3c2ccco2)c1 (centres undefined)
 : 0%	2.9%
23	COc1ccc(/C(C)=N/NC(=O)c2n[nH]c3c2CCCC3)cc1OC
 : 2%	0.2%
24	O=S(=O)(c1ccccc1C(F)(F)F)N1CCOCC1
 : -3%	7.0%
25	C=CCc1cccc2cc(C(=O)NC)c(=O)oc12
 : -12%	-1.7%
26	CCOc1ccc(/C=C2/SC(=S)NC2=O)c(OCC)c1
 : 3%	55%
27	Cc1ccc(O)c(NC(=O)COc2cc(C)ccc2C)c1
 : -2%	-1.1%
28	Cc1csc2ncc(C(=O)NC(C)c3ccccc3)c(=O)n12 (centres undefined)
 : 0%	-1.5%
29	CCC(=O)NCCCOc1ccccc1
 : -1%	3.4%
30	CCOC(=O)Cc1csc(NC(=O)COc2ccc(-c3ccccc3)cc2)n1
 : -1%	3.7%
31	O=C(OCCN=C1NS(=O)(=O)c2ccccc21)c1cccnc1
 : -6%	-3.4%
32	Cc1ccc(OCc2nnc(NC(=O)Nc3ccc(Cl)c(Cl)c3)s2)cc1
 : -8%	2.5%
33	O=c1/c(=C/c2cn(CCOc3ccc(Br)cc3)c3ccccc23)sc2nc3ccccc3n12
 : 0%	0.1%
34	COc1ccccc1Nc1nc(N)nc(CSc2nccc(C)n2)n1
 : -14%	-0.6%
35	COc1ccc(Cn2c(N)c(C#N)c3nc4ccccc4nc32)cc1OC
 : 6%	-11%
36	CCOc1cc(/C=C2/SC(=S)N(C)C2=O)cc(Br)c1OCCOc1cccc(C)c1
 : 2%	2.9%
37	COc1ccccc1NS(=O)(=O)c1ccc(Cl)cc1
 : 2%	0.1%
38	COc1cc(/C=N/NC(N)=O)ccc1OCC(=O)N1CCCCC1
 : 0%	2.9%
39	Cc1cc(=O)oc2cc(OC(=O)c3ccccc3)cc(OC(=O)c3ccccc3)c12
 : 3%	-3.2%
40	Nc1c(C(=O)N2CCCCC2)sc(=S)n1-c1ccccc1
 : -2%	-1.1%
41	COc1ccc(OC)c(NC(=O)C2CCCN(S(=O)(=O)c3cccc4nsnc34)C2)c1 (centres undefined)
 : -2%	-10%
42	CCn1c(SCC(=O)N2CCOCC2)nc(O)cc1=O
 : -4%	-5.9%
43	O=C(Nc1cc(C(F)(F)F)ccc1-n1cncn1)c1ccc(Cl)cc1
 : .	-0.9%
44	COc1cc(C2C3=C(CC(C)(C)CC3=O)NC3=C2C(=O)CC(C)(C)C3)ccc1OCc1ccc(Cl)cc1
 : -4%	-3.7%
45	CC(C)(C#N)C(C)(C)c1nn[nH]n1
 : 5%	1.4%
46	Cc1cc2nc(-c3ccc(C)c(NC(=O)c4ccc([N+](=O)[O-])cc4)c3)oc2cc1C
 : 3%	0.4%
47	COc1cc(/C=C2/SC(=S)N(C)C2=O)ccc1OCCOc1ccc(Br)cc1
 : 2%	1.7%
48	Cc1ccc(C)c(NC(=O)CSc2n[nH]c(-c3ccncc3)n2)c1
 : -2%	-3.7%
49	CCn1c(SCC(=O)N/N=C/C=C/c2ccccc2)nc2ccccc21
 : 2%	-5.0%
50	CN1CCN(Cn2c(O)c(N=NC(=O)c3cccnc3)c3ccccc32)CC1
 : 2%	-2.7%
51	O=C(C1CC1)N1CCc2cc(Br)cc(S(=O)(=O)NCCCN3CCCC3)c21
 : 5%	4.2%
52	Cc1cccc(OCCn2c(NC(=O)c3ccco3)nc3ccccc32)c1
 : -8%	7.0%
53	CN(CC(=O)Nc1ccc(F)c(F)c1F)c1cnccn1
 : -4%	-0.2%
54	Cn1c(=O)c2c(nc(NCc3ccc4c(c3)OCO4)n2Cc2ccccc2Cl)n(C)c1=O
 : -6%	-3.0%
55	CCOc1ccc(N2C(=O)CC(Sc3nccc(C)n3)C2=O)cc1 (centres undefined)
 : -6%	8.6%
56	Clc1ccc(-c2ncnn2-c2ccccc2Cl)cc1
 : 3%	-2.5%
57	NS(=O)(=O)c1cccc(NC(=O)Cc2ccccc2)c1
 : -4%	5.1%
58	Cc1nn(-c2ccccc2)c2[nH]c(=O)c(CNc3ccc(N4CCOCC4)cc3)cc12
 : -4%	6.6%
59	CCN1CCN(CCC(=O)Nc2ccccc2OC)CC1
 : -10%	-0.6%
60	CSc1nc2sc3c(c2c(=O)[nH]1)CCCC3
 : -21%&8%	30%&-0.1%
61	COc1ccccc1NC(=O)C1=C(C)NC(=O)NC1c1ccccc1F (centres undefined)
 : -9%&2%	-1.5%&1.2%
62	COc1ccc(OCC(=O)N/N=C2\CCc3ccccc32)cc1
 : .	2.9%
63	Cc1cccc(OCC(=O)Nc2ccc(S(=O)(=O)N3CCN(C)CC3)cc2)c1
 : .	-0.3%
64	COCCN1Cc2c(sc(C)c2C)N(C(=O)c2ccccc2)C1
 : 2%	-0.6%
65	Cn1c2ccccc2c2c(C(=O)N3CCN(c4ccc(F)cc4)CC3)cn(C3CCCC3)c(=O)c21
 : -8%	.
66	CCc1c(O)nc(SCC(N)=O)n(-c2ccccc2F)c1=O
 : -11%	0.5%
67	CC(Oc1ccccc1)C(=O)N1CCCc2ccccc21 (centres undefined)
 : -7%	-4.9%
68	C=CCOC(=O)COc1ccc2c(C)c(C)c(=O)oc2c1
 : -3%	-0.5%
69	O=C(Nc1ccc2c(c1)OCO2)C1CC(c2ccccc2Cl)=NO1 (centres undefined)
 : -2%	0.9%
70	O=C(NN1C(=O)c2ccc(C(=O)c3ccc4c(c3)C(=O)N(NC(=O)c3ccncc3)C4=O)cc2C1=O)c1ccncc1
 : 0%	-4.8%
71	COc1ccccc1-n1cnc2cc(NC(C)=O)ccc21
 : -4%&0%	-1.5%&1.8%
72	Cc1ccc2cc3c(NC(=O)c4ccco4)nn(CC(C)C)c3nc2c1
 : -12%	-1.1%
73	Cc1cc(NC(=O)CCC(=O)N(CCc2ccccc2)C(C(=O)NC2CCCC2)c2ccco2)no1 (centres undefined)
 : -9%	1.2%
74	CCOC(=O)C1=C(C)N=c2s/c(=C\c3ccc([N+](=O)[O-])cc3)c(=O)n2C1c1ccccc1 (centres undefined)
 : 0%	-12%
75	COc1ccc(OC)c(/C=C2/C=C(c3cccc4ccccc34)OC2=O)c1
 : 1%	-19%
76	Clc1ccc(Nc2nc3ccccc3n3nnnc23)cc1
 : .	1.1%
77	CCn1c(SC(C)C(=O)NC2CCCc3ccccc32)nnc1-c1cccs1 (centres undefined)
 : .	-0.9%
78	COc1ccccc1N1CCN(C(=O)CSc2nc(-c3ccco3)cc(C(F)(F)F)n2)CC1
 : 6%	-4.9%
79	COc1cc(C2=NOC(C(=O)N3CCCc4ccccc43)C2)cc(OC)c1OC (centres undefined)
 : -2%	7.4%
80	N=c1sccn1CC(=O)Nc1cccc2ccccc12
 : .	1.4%

(list continues)
Value order: Rat MKP-3 inhibitors	Hsp70 displacement
81	Cc1cc(C)c(C#N)c(N2CCCC2)n1
 : -2%	2.7%
82	C/C=C/CSc1nc2c(c(=O)[nH]c(=O)n2C)n1CCC
 : -4%	0.6%
83	CCc1ccc(NC(=O)CSC2=C(C#N)C(c3ccc4c(c3)OCO4)CC(=O)N2)cc1 (centres undefined)
 : -3%	-0.8%
84	CCOc1cc(S(=O)(=O)NC2CC2)c(OCC)cc1-n1cnnn1
 : .	9.6%
85	O=C(O)/C(=C1\OC(=O)c2ccccc21)c1ccccc1
 : .	-1.6%
86	COc1cc(/C=N/Nc2ccc([N+](=O)[O-])cc2)ccc1OC(C)=O
 : -2%	8.5%
87	Cc1ccc(S(=O)(=O)N2CCC(C(=O)OCC(=O)N3CC(=O)Nc4ccccc43)CC2)cc1
 : -2%	-2.7%
88	O=C(CSc1ccncc1)OCc1ccc([N+](=O)[O-])cc1
 : -4%	7.5%
89	Clc1ccc(COCc2nc3ccccc3n2Cc2ccc(Cl)cc2)cc1
 : 0%	-0.5%
90	Cc1c(Cl)cccc1N(CC(=O)O)S(C)(=O)=O
 : -7%	-3.9%
91	CCOC(=O)c1sc(N/N=C/c2ccccc2O)nc1C
 : 2%	2.2%
92	CCOC(=O)c1cnn2c1NC1=C(CCc3ccccc31)C2C(F)(F)F (centres undefined)
 : 4%	1.5%
93	Cc1ccc(S(=O)(=O)NC2=NCN(CCc3ccccc3)CN2)cc1
 : -3%	3.6%
94	Cc1cccc2c(=O)cc(C)n(CC(=O)N3CCCCC3)c12
 : -10%	3.8%
95	CCCC(=O)Nc1nnc(CC(=O)N2CCCC2)s1
 : -1%	-2.2%
96	Cc1ccc(C(=O)Nc2nc(=O)n(C(=O)c3ccccc3Cl)s2)cc1
 : .	-7.4%
97	CC(C)CC(=O)N(c1ccc(F)cc1)C1C=CS(=O)(=O)C1 (centres undefined)
 : -2%	-7.9%
98	CCc1cccc2c(C#N)cn(CC(=O)NCCOC)c12
 : 2%	-0.8%
99	CC(=O)NC1=NN(C(C)=O)C(c2cccs2)S1 (centres undefined)
 : .	-3.4%
100	Cc1ccc(CSCC(=O)N2CCN(Cc3ccc4c(c3)OCO4)CC2)cc1
 : .	2.1%
101	COc1ccc(N2CC(C(=O)N/N=C/c3ccc(F)cc3)CC2=O)cc1 (centres undefined)
 : 3%	0.9%
102	COc1ccc2ccccc2c1/C=N/NC(=O)c1cccc(Cl)c1
 : 3%	3.3%
103	CCOc1cc(C(=O)NC2CC2)cc(OCC)c1OCC
 : 0%	0.1%
104	CCOc1ccc(N(CC)S(=O)(=O)c2ccc3c(c2)oc(=O)n3C)cc1
 : -8%	2.0%
105	O=C(NC1CCCc2ccccc21)C1CCN(S(=O)(=O)c2cccc3nonc23)CC1 (centres undefined)
 : -2%	.
106	CCOC(=O)N1CCN(C(=O)CN(C)S(=O)(=O)c2ccc(OC)c(OC)c2)CC1
 : -7%	4.8%
107	CSc1ccc2[nH]c(=O)cc(C)c2c1
 : -3%	10%
